Mdm2 ligase inh = blocks human Mdm2 ubiquitin ligase activity; Q00987; actives 0.11% (n = 210,000); cell-based MDM2 ubiquitination luciferase reporter, 2 h; 0 = plate control, 100 = twice control, blank-subtracted; signal enhancement, % at 5 µM; AID 1230;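 active = signal enhancement of 30% or more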;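 note: luminescence tracks abundance of the self-degrading MDM2-luciferase fusion protein; higher signal means inhibition of MDM2 E3 ligase activity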
Target sequence (Q00987 whole entry, looked up, the tested form may be a part): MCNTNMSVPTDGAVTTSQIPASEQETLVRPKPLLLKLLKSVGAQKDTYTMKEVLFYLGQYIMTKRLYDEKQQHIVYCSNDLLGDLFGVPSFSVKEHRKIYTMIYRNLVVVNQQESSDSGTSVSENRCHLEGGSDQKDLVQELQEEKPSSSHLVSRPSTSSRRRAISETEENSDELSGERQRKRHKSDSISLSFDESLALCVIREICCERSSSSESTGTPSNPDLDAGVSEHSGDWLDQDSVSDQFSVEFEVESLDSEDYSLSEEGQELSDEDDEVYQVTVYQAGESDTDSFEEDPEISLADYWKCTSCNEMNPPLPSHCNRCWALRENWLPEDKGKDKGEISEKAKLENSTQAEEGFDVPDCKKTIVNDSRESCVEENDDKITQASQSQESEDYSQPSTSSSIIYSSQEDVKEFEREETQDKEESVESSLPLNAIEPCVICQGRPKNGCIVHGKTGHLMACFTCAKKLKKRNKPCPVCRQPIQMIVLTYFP
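Timing – 2 h compound exposure at 37 °C · Assay system – mammalian cells stably expressing self-ubiquitinating, self-degrading MDM2 E3–luciferase fusion · Amount – 2000 cells seeded into each well · Measure – % luminescence enhancement versus blank-corrected plate control mean · Measured by – SteadyLite luminescence, 15 min reagent step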
TNF death inh = inhibitors of TNF-alpha induced necroptosis in Jurkat FADD-/- cells | Jurkat FADD-/- TNF necroptosis rescue, ATP luminescence, 24 h; 0 = TNF only, 100 = no-TNF cells | activation (protection from cell death), % at 10 µM | actives 0.068% (n = 220,000) | AID 463075;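 active = activation, meaning protection from cell death, of at least 50% relative to plate controls; inactive = activation below 50%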;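 note: necroptosis triggered by 40 ng/mL TNF-alpha added together with compound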
p47phox inh = inhibitors of human p47phox binding; P14598; p47phox/p22phox peptide binding, fluorescence polarization, 2 h; inhibition, % at 24.7 µM; actives 0.53% (n = 220,000); AID 1274;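 active = inhibition above about 30%, limit read from the data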;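 note: 0% = p47phox with labelled peptide and 100% = labelled peptide alone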
EBV gp42 block = EBV gp42 inhibition | Q1HVG2 | Fluorescence polarization binding assay, mP read-out | inhibition, % (tested at 21.74 µM) | actives 0.42% (n = 220,000) | AID 1085; in the data active = inhibition above about 50%
Target sequence (Q1HVG2 whole entry, looked up): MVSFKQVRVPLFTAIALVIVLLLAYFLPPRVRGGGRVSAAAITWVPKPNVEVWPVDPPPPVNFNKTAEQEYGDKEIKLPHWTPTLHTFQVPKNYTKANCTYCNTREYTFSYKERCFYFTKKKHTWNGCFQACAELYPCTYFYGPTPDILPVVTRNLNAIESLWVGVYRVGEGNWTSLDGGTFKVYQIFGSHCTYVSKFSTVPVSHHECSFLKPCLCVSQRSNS
zfTRPN1 agonist = zebrafish TRPN1 (NompC) channel agonism. AID 1424. actives 0.18% (n = 220,000). activation, % at 3 µM. HEK293 zebrafish TRPN1-YFP, Fluo-8 calcium fluorescence; 100% = response to 87 µM carbachol;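 active = activation above its plate's cutoff, the mean activation of test wells on that plate plus 3 SD, cut at about 19% in these data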;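 note: 0% = DMSO alone and 100% = 87 µM carbachol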
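Control set: carbachol 87 µM as high control, DMSO as low control; system: HEK293 stable line with zebrafish TRPN1-YFP; read-out: % activation versus carbachol response; detection: intracellular calcium fluorescence with Fluo-8; doses: single test compound dose, 3 µM nominal, 0.3% DMSO; schedule: dye 1 h 37 °C plus 30 min RT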
PPC-1+TRAIL kill = kills PPC-1 cancer cells in the presence of TRAIL; PPC-1 cells + TRAIL, ATPLite viability luminescence; cell killing (% activity), % at 4 µM; actives 0.41% (n = 220,000); AID 1443;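 active = cell killing above 50% in the first pass at 4 µM, then a duplicate retest at 5 µM averaging 50% or more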;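 note: plate controls were cells with TRAIL plus DMSO for no effect and medium-only wells lacking cells for full effect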
TRPML3 ag = agonists of human TRPML3 channel. Q8TDD5. HEK293 TRPML3-YFP, Fluo-8 calcium fluorescence; 100% = the carbachol control signal. activation, % at 3 µM. actives 0.29% (n = 220,000). AID 1448;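 active = activation above its plate's cutoff, the mean activation of the plate's test wells plus 3 SD, cut at about 12% in these data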;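 note: 0% = DMSO only wells and 100% = carbachol wells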
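Material: HEK293 cells stably carrying human TRPML3-YFP; compound dosing: single dose, 3 µM final nominal compound, 0.3% DMSO final; incubation: 1-h 37 °C dye load, 5-s basal, 120-s post-compound reads; technique: Fluo-8 intracellular calcium fluorescence, excitation 470-495 nm, emission 515-575 nm; read-out basis: percent activation from peak-to-basal fluorescence ratio, scaled between DMSO and carbachol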
Runt-SMMHC FRET = blocks binding of human RUNX1 Runt domain to CBFb-SMMHC. actives 0.74% (n = 220,000). AID 1434. Cerulean-Runt/Venus-CBFb-SMMHC FRET ratio 530/480, 1 h. inhibition, % at 20 µM;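 active = mean inhibition across duplicate retests at 20 µM reaching about 50%, limit read from the data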;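 note: 0% = DMSO wells and 100% = wells with excess untagged CBFb-SMMHC; inhibitors lower the FRET ratio by blocking Runt binding to CBFb-SMMHC; some results filed as inactive read as strong as hits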
CHOP inhibitor = inhibitors of CHOP induction in ER stress response. CHO-K1 CHOP-promoter luciferase, tunicamycin-induced, 15-18 h. inhibition, % at 10 µM. AID 2732. actives 3.8% (n = 220,000);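 active = compounds that reduced the stress-induced luciferase reporter signal by more than about 70% of percent inhibition, limit read from the data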;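 note: 0% = tunicamycin plus vehicle and 100% = wells without tunicamycin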
Active calls of the source: *; x = not tested or not shown.

SMILES	Mdm2 ligase inh	TNF death inh	p47phox inh	EBV gp42 block	zfTRPN1 agonist	PPC-1+TRAIL kill	TRPML3 ag	Runt-SMMHC FRET	CHOP inhibitor
Cc1ccc(-c2nnc3ccc(SC(C)C(=O)O)nn23)cc1 (configuration not stated)	-9	0.6	19	-32	0.7	33	1.0	-2	7
O=[N+]([O-])c1cccc(-c2ccc(/C=N/NC(=S)Nc3ccccc3)o2)c1	-16	-7.6	-1	-5	-0.9	-18	-0.1	2	32
CC1CCc2c(sc3nc(CSc4ncn[nH]4)[nH]c(=O)c23)C1 (configuration not stated)	-16	1.4	-3	-7	-0.2	8	-0.2	3	33
CCCSc1nc(N)cc(=O)[nH]1	-4	1.0	-11	1	1.2	22	-0.3	-32	12
CCOC(=O)c1c(C)[nH]c(C(=O)COC(=O)CNC(=O)c2ccc(Br)cc2)c1C	-9	1.0	-21	-17	0.1	20	1.3	-1	32
CCC(C)(C)n1nnnc1C(c1ccc2ncccc2c1)N1CCCCCC1 (configuration not stated)	x	-0.3	-2	-8	-1.3	-2	0.1	-4	-11
Cc1ccc(/C=C/C(=O)Nc2cccc3ncccc23)o1	-5	-4.2	-1	-11	0.1	16	0.1	66	2
CC(C)(C)c1ccc(C(=O)Nc2ccc(F)cc2)s1	-19	1.7	0	-4	3.0	31	0.9	1	21
CC(OC(=O)C1CCC(=O)N1)C(=O)Nc1cc(Cl)cc(Cl)c1 (configuration not stated)	x	0.3	-15	-15	-1.0	10	0.6	1	31
CCn1c(=O)c2cc(C(=O)Nc3cccc(C(C)=O)c3)sc2c2ccccc21	-6	4.1	-1	-15	0.7	-6	0.8	-10	-10
NC(=O)c1ccc(/C=N/O)nc1	-6	-0.3	-1	-21	-0.2	-8	0.9	-2	29
COc1ccc(CCNC(=O)C/C(C)=N/NC(=O)Cc2cccc3ccccc23)cc1OC	-9	2.1	-1	-16	-0.6	-8	0.2	1	-13
O=C(Oc1ccc2ccc(O)cc2c1)C1CCCCC1	-8	-0.5	-1	-13	-0.2	-3	0.0	0	47
Cc1cc(C)cc(N(CC(=O)Nc2cccc(C)n2)S(=O)(=O)c2c(C)noc2C)c1	-8	-0.1	-2	-14	-2.4	7	-1.3	-2	29
Cc1ccc(SCc2nc3ccccc3n2CC(=O)Nc2ccc(Cl)cc2)cc1	-13	-1.7	1	-14	0.9	-20	0.3	-6	45
CCOC(=O)C(C)Sc1nc2c(c(=O)[nH]c(=O)n2C)n1CCc1ccccc1 (configuration not stated)	-17	0.0	-10	-6	0.3	6	-0.4	-2	13
CCSc1nnc(NC(=O)CSc2nc3c(c(=O)n2C)SC(C)C3)s1 (configuration not stated)	22	-2.0	-63	5	-1.5	-5	0.8	-1	25
COc1cc(O)c(C(CC(=O)N2CCCC2)c2ccc(N(C)C)cc2)c(OC)c1 (configuration not stated)	-2	0.4	-4	-12	x	-21	x	5	0
Cc1ccc(NC(=S)N2CCC(N(C)CC3CCCO3)CC2)cc1 (configuration not stated)	-6	1.3	-11	-10	-1.2	-10	0.2	2	13
CCCOc1ccc(C(=O)NCC(c2ccco2)N(C)C)cc1 (configuration not stated)	-3	1.5	-27	-23	-0.1	35	0.5	1	9

Reprinted from the part before: 2 entries, followed by the next part.
SMILES	Mdm2 ligase inh	TNF death inh	p47phox inh	EBV gp42 block	zfTRPN1 agonist	PPC-1+TRAIL kill	TRPML3 ag	Runt-SMMHC FRET	CHOP inhibitor
Cc1ccc(NC(=S)N2CCC(N(C)CC3CCCO3)CC2)cc1 (configuration not stated)	-6	1.3	-11	-10	-1.2	-10	0.2	2	13
CCCOc1ccc(C(=O)NCC(c2ccco2)N(C)C)cc1 (configuration not stated)	-3	1.5	-27	-23	-0.1	35	0.5	1	9
Clc1ccc(OCCCn2ccnc2)c(Br)c1	-2	1.0	-3	-14	-1.1	14	-0.3	5	3
CCN(CC)CCNC(=O)CSc1c2c(nc3cc(Cl)ccc13)CCCC2	-16	2.8	6	-21	1.1	41	1.1	4	-22
CC(=O)c1cccc(NC(=O)Nc2csc3c2CCCC3)c1	-16	1.0	-6	3	3.9	22	3.5	-2	7
Cc1cc(C)c(N=Cc2c(O)n(-c3nccs3)c(=O)c3ccccc23)c(C)c1	-9	1.3	-75	-4	0.9	19	0.1	7	44
CCC(=O)NC(=S)Nc1ccc(S(=O)(=O)NC(C)C)cc1	-17	-1.6	-22	-12	1.9	5	0.8	3	20
CCOc1cc(N2CCOCC2)c(OCC)cc1NC(=O)c1ccc(NC(C)=O)cc1	-8	0.2	-2	-7	1.4	-1	0.4	-2	-11
Cc1nn(C)c(C)c1S(=O)(=O)N1CCC(CO)(Cc2ccc(Cl)cc2)CC1	-15	-0.7	8	-4	2.0	11	1.0	2	18
C=C1C(C(=O)Nc2ccc(OC)cc2)C1C(=O)Nc1ccc(OC)cc1 (configuration not stated)	-1	0.7	-2	-8	-0.2	8	0.6	-3	15
CCCN1CC=C2C(C#N)=C(N)C(C#N)(C#N)C(c3cc(OC)ccc3OC)C2C1 (configuration not stated)	-3	-3.2	-7	37	1.4	27	1.2	88*	-14
CC(=O)N/C(=C/c1ccc(OS(=O)(=O)c2ccc(C)cc2)cc1)C(=O)NCCO	3	1.3	-2	-9	0.2	6	0.9	-1	-12
CCCC12CN3CC(C)(CN(C1)C3c1ccc(OC)cc1)C2=O (configuration not stated)	1	-2.2	-20	-11	-0.2	-24	-0.7	2	48
COc1ccc(-c2ccc(=O)[nH]n2)cc1	-20	-0.8	-35	-6	1.4	-2	0.4	1	-15
O=C(NC1CCN(C(=S)NCc2ccco2)CC1)C1CCCCC1	9	-2.4	9	-8	0.5	-11	0.4	4	0
Cc1ccccc1C(=O)NC(=S)Nc1ccc(Cc2ccncc2)cc1	-12	1.0	-4	0	-0.2	20	0.9	0	20
CN(C(=O)c1ccccn1)c1nnc(-c2cccnc2)s1	-22	0.1	-3	-21	1.9	32	-0.3	-2	-6
CCC(=O)NC(=S)Nc1ccc(N2CCOCC2)cc1	-12	0.2	-8	-10	0.6	-7	0.8	0	-17
CN1CCN(C(=O)c2ccccc2N(Cc2ccccc2)S(=O)(=O)c2ccccc2)CC1	5	-2.2	-14	-13	1.8	-6	0.0	2	3
CCCCn1cnc2sc(-c3ccccc3)cc2c1=O	-2	5.3	-1	-8	0.4	23	-0.3	1	33
NC(=O)CC(NC(=O)Cc1ccc(Br)cc1)c1ccc(NCCc2ccc(F)cc2)c([N+](=O)[O-])c1 (configuration not stated)	13	-0.3	4	-47	x	14	x	-14	-6
CC(=O)c1cccc(NC(=O)C2C(c3ccccc3)C2(Cl)Cl)c1 (configuration not stated)	-16	-0.3	-4	8	0.0	2	1.2	2	25
COc1ccc(NC(=O)Nc2ccc3nonc3c2)cc1	-10	-0.5	-9	-1	4.2	24	2.8	-1	9
N#C/C(=C\c1ccc(-c2cccc([N+](=O)[O-])c2)o1)c1nnc(N2CCOCC2)n1-c1ccccc1	-22	-9.7	-10	-15	1.7	26	0.1	-27	22
Nc1nnc(CSCc2ccc(Cl)cc2)s1	1	3.5	-16	-5	0.6	8	-0.1	3	-2
CCOc1ccc(N2CC(C(=O)Nc3cccc(S(=O)(=O)NC4=NCCC4)c3)CC2=O)cc1 (configuration not stated)	x	0.8	-9	-1	1.1	26	0.7	-1	12
Cc1ccc(S(=O)(=O)NCCCCC(NC(=O)OC(C)(C)C)C(=O)O)cc1 (configuration not stated) (tested in a mixture with another compound)	-11	-0.2	-1	-14	-0.5	30	0.9	-9	-6
CC(c1ccccc1)C1CC(=O)N(C2CCCCC2)C1=O (configuration not stated)	-11	0.4	-3	-15	-0.7	10	27*	1	46
Cc1csc2nc(CNS(=O)(=O)N(C)C)cn12	-10	-0.2	0	-15	0.8	-23	0.9	3	7
O=C(NCCCO)C(=O)c1c(-c2ccccc2)cc2ccccn12	-6	-0.6	1	-6	0.8	-4	-0.5	0	17
O=C(COc1ccccc1[N+](=O)[O-])N1CCN(S(=O)(=O)c2ccccc2)CC1	-4	0.8	-9	-4	0.7	1	1.5	-1	13
Clc1ccc(C(c2nnnn2C2CCCCC2)N(Cc2cccnc2)Cc2ccco2)cc1 (configuration not stated)	x	-1.6	-14	-5	0.6	12	0.4	-3	55
COc1ccccc1-c1nc2ccccc2nc1-c1ccccc1	-8	0.9	0	-4	-0.2	12	0.0	4	-9
O=c1[nH]c2cc3c(cc2cc1C(c1nnnn1CC1CCCO1)N1CCCCCC1)OCCO3 (configuration not stated)	-9	-0.6	-1	-5	0.5	0	1.0	-11	21
COc1cc(/C=N/NC(=O)C2c3ccccc3Oc3ccccc32)ccc1O	-11	0.3	-19	-5	-1.4	5	-0.2	-13	60
COc1ncnc2c1NC(=O)CS2	-18	-2.9	1	-12	3.4	2	0.7	1	31
CS(=O)(=O)N1CCC(C(=O)N2CCc3ccccc3C2)CC1	6	-0.6	-16	-24	-0.1	-22	0.7	0	-6

Among those listed so far, these contain an aryl methoxy group.
SMILES	Mdm2 ligase inh	TNF death inh	p47phox inh	EBV gp42 block	zfTRPN1 agonist	PPC-1+TRAIL kill	TRPML3 ag	Runt-SMMHC FRET	CHOP inhibitor
COc1ccc(CCNC(=O)C/C(C)=N/NC(=O)Cc2cccc3ccccc23)cc1OC	-9	2.1	-1	-16	-0.6	-8	0.2	1	-13
COc1cc(O)c(C(CC(=O)N2CCCC2)c2ccc(N(C)C)cc2)c(OC)c1 (configuration not stated)	-2	0.4	-4	-12	x	-21	x	5	0
C=C1C(C(=O)Nc2ccc(OC)cc2)C1C(=O)Nc1ccc(OC)cc1 (configuration not stated)	-1	0.7	-2	-8	-0.2	8	0.6	-3	15
CCCN1CC=C2C(C#N)=C(N)C(C#N)(C#N)C(c3cc(OC)ccc3OC)C2C1 (configuration not stated)	-3	-3.2	-7	37	1.4	27	1.2	88*	-14
CCCC12CN3CC(C)(CN(C1)C3c1ccc(OC)cc1)C2=O (configuration not stated)	1	-2.2	-20	-11	-0.2	-24	-0.7	2	48
COc1ccc(-c2ccc(=O)[nH]n2)cc1	-20	-0.8	-35	-6	1.4	-2	0.4	1	-15
COc1ccc(NC(=O)Nc2ccc3nonc3c2)cc1	-10	-0.5	-9	-1	4.2	24	2.8	-1	9
COc1ccccc1-c1nc2ccccc2nc1-c1ccccc1	-8	0.9	0	-4	-0.2	12	0.0	4	-9
COc1cc(/C=N/NC(=O)C2c3ccccc3Oc3ccccc32)ccc1O	-11	0.3	-19	-5	-1.4	5	-0.2	-13	60
COc1ncnc2c1NC(=O)CS2	-18	-2.9	1	-12	3.4	2	0.7	1	31
